Bioassay records: PubChem, The Scripps Research Institute Molecular Screening Center
GPR7 antag: blocks human GPR7 receptor signaling | inhibition, % at 4.4 µM | GPR7-expressing cells, fluorescence antagonist assay | 290,000 compounds, 1.1% hits | AID 1861; in the data active = inhibition above about 16%, passing the limit was not always enough;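 also: cells stimulated with the agonist NPW; 0% = agonist with vehicle and 100% = vehicle without agonist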
CHO-K1 Ca PAM: counter-screen for M1 PAMs: effect in parental CHO-K1 cells; ATP EC20, Fluo-8 calcium fluorescence; 0% at ATP EC20, 100% at ATP max; activation, % at 3 µM; 360,000 compounds, 0.02% hits; AID 602247;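 active = activation above the run cutoff, the mean activation of all test compounds plus 3 SD, cut at about 40% in these data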;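 also: peak over basal fluorescence ratio in a 140 s read after ATP addition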
CHO-K1 Ca ag: nonselective activator or artifact in parental CHO-K1 cells; activation, % at 3 µM; Fluo-8 calcium fluorescence; scaled to maximal ATP response, vehicle zero; 360,000 compounds, 0.48% hits; in the data active = activation above about 15%;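 also: untransfected CHO-K1 host cells lacking M1 receptor as counterscreen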
OXTR ag: activates the human oxytocin receptor. P30559. CHO-OTR cells, Fluo-8 calcium fluorescence; normalized: DMSO 0%, oxytocin 100%. activation, % at 3 µM. 320,000 compounds, 0.32% hits. AID 2435;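 active = activation above the mean of all tested compounds plus 3 SD, cutoff set per screening run, cut at about 20% in these data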;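 also: peak over basal fluorescence ratio from a 100 s FLIPR kinetic read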
Target sequence (P30559 whole entry, looked up): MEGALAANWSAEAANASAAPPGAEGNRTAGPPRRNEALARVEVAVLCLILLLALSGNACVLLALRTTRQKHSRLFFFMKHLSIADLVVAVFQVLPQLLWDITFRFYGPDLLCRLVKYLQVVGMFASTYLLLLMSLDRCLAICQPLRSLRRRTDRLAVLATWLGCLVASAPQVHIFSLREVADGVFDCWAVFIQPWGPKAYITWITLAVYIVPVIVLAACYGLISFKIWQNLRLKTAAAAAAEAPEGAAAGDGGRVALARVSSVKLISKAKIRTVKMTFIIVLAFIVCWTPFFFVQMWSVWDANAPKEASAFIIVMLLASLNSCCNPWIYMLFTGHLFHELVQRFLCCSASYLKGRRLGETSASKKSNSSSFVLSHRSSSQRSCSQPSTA
V1aR counter: V1a receptor agonism, counter-screen for OXTR agonists; P37288; CHO-V1R cells, Fluo-8 calcium fluorescence, agonist mode; 0% DMSO, 100% 3 nM vasopressin; activation, % at 3 µM; 320,000 compounds, 0.25% hits; AID 2797;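 active = activation above the mean activation of all tested compounds plus 3 SD, per screening run, cut at about 20% in these data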;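 also: signal is peak over basal fluorescence ratio across a 100 second FLIPR read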
Target sequence (P37288 whole entry, looked up): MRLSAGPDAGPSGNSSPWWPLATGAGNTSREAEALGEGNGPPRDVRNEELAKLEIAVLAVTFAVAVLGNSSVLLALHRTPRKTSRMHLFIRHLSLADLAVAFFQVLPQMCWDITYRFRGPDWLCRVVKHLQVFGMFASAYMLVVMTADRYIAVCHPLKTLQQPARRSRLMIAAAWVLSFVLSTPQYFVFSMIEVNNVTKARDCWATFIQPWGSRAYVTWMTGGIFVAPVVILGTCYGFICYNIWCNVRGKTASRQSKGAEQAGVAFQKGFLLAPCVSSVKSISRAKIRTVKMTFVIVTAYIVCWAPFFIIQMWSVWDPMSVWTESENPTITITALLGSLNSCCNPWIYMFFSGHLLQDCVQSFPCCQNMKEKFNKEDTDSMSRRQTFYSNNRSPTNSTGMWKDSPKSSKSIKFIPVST
CHO-K1 Ca antag: M1 antagonist counterscreen hit in parental CHO-K1 cells | ATP-induced calcium, Fluo-8 fluorescence | inhibition, % at 3 µM | 360,000 compounds, 0.6% hits | AID 602250;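 active = inhibition above a per-plate cutoff, the plate's mean sample inhibition plus 3 SD, cut at about 24% in these data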;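 also: 0% = DMSO plus EC80 ATP and 100% = DMSO alone without ATP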
TAAR1 antag: antagonists of human TAAR1 | 360,000 compounds, 1.5% hits | inhibition, % at 3 µM | Q96RJ0 | CHO RD-HGA16 TAAR1, Fluo-8 calcium fluorescence, antagonist;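 active = inhibition above a per-plate cutoff, the mean inhibition of test compounds on that plate plus 3 SD, cut at about 49% in these data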;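 also: 0% = DMSO plus EC80 beta-PEA response and 100% = DMSO alone without agonist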
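Material: RD-HGA16 CHO cells with stable hTAAR1 and Gα16; Dosing: single nominal final test compound concentration of 3 µM; Schedule: seeding 17-24 h prior, 75-min 37 °C, 30-min RT dye loading; Detection: kinetic Fluo-8 calcium fluorescence measurement; Measure: % inhibition from peak post-agonist over basal fluorescence ratio; Benchmarks: vehicle and agonist controls.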
OXTR potentiate: potentiators of human oxytocin receptor; P30559; CHO-OTR cells, Fluo-8 calcium fluorescence, potentiator mode; 0% = oxytocin EC15, 100% = EC100; activation, % at 3 µM; 320,000 compounds, 0.061% hits; AID 2445;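 active = activation above that plate's cutoff, the mean activation of tested compounds plus 3 SD, cut at about 6.6% in these data, passing the limit was not always enough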;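 also: 100% uses oxytocin at 75 nM as the full agonist control; some results filed as inactive read as strong as hits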
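Assay system: CHO cell line stably expressing human OTR. Reagent: EC15 oxytocin agonist. Dosing: single dose, 3.0 µM nominal final compound concentration. Timing: compound 6 min at room temperature before oxytocin, 100 s read. Signal: kinetic Fluo-8 calcium fluorescence. Controls: oxytocin EC15 low and EC100 high.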
CHO parental Ca: counter-screen: ATP calcium response change in parental CHO cells; inhibition, % at 5.6 µM; 330,000 compounds, 0.63% hits; AID 463079; parental CHO-K1, ATP-induced calcium, Fluo-8 fluorescence;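 active = inhibition above that plate's mean sample inhibition plus 3 SD, cut at about 26% in these data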;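 also: 0% = ATP-challenged DMSO wells and 100% = DMSO wells without ATP; some compounds past the cut are filed as inactive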
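Test system: parental CHO cells; detection: calcium-sensitive Fluo-8 fluorescence; evaluation: percent inhibition of calcium signal; also added: ATP as calcium-mobilizing challenge; repeats: one well per compound; control set: ATP-challenged DMSO wells low, unchallenged DMSO wells high; compound: single nominal dose of 5.6 µM per compound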
An asterisk follows results filed as active; . = no result given. Compounds were not picked by outcome; 3.5% or so of the library scored in one or more.

SMILES	GPR7 antag	CHO-K1 Ca PAM	CHO-K1 Ca ag	OXTR ag	V1aR counter	CHO-K1 Ca antag	TAAR1 antag	OXTR potentiate	CHO parental Ca
Cc1nc2c(C#N)cnn2c2c1CCNN2C	-12	8	-0.7	0.1	-0.2	-5	-16	-2	-8
CN1N=C(c2ccc(F)c(F)c2)CSC1=NCc1ccccc1	7	17	0.0	-2.4	-0.4	-10	-6	-17	-22
CCOC(=O)N1CCN(S(=O)(=O)c2ccc(C)c(C)c2C)CC1	21	19	1.4	-1.0	0.5	-12	-17	-12	-29
COc1ccc(-c2ccc(CCC(=O)O)n2CC2CCCO2)cc1 (stereo not drawn)	11	23	0.8	-1.0	-0.5	-4	7	-15	-40
O=C(NCc1ccc(Cl)c(Cl)c1)c1ccc2c(c1)OCO2	-3	6	1.2	-1.3	-0.2	-11	-2	-3	-9
COc1ccc(C(CNC(=O)C(C)Oc2ccc(Br)cc2)N2CCOCC2)cc1 (stereo not drawn)	.	1	0.5	-1.8	0.3	-10	-6	-5	-21
CCCn1c(SCC(=O)Nc2ccc3c(c2)OCO3)nc2c1c(=O)n(C)c(=O)n2C	-8	-5	0.0	1.1	-0.1	5	18	1	-12
Cc1cc(/C=C(\C#N)C(=O)O)c(C)n1CCC(C)C	-4	12	0.4	1.3	-0.9	-12	-6	-4	-4
Cc1ccc(S(=O)(=O)NC(=O)C2(C)CCN2C(=O)CCc2ccc(Cl)cc2Cl)cc1 (stereo not drawn)	.	4	-0.1	.	.	-5	-7	.	.
O=C(Nc1ccc(Cl)c(NC(=O)c2cccs2)c1)c1ccco1	8	-3	0.9	-0.7	1.0	8	-21	0	-18
COc1ccc(CCC(=O)Nc2nccs2)cc1OC	18	12	2.9	3.8	2.0	-12	-6	-4	-10
CC(=O)N1CCN=C1SCc1ccc(Br)cc1	-3	21	-0.1	1.0	0.5	-7	-19	1	-14
Clc1ccc(C2=CSC3=NCCN23)c(Cl)c1	.	15	1.0	1.2	0.5	1	-27	-3	-16
CC1(C)Oc2cc3oc(C(=O)O)cc(=O)c3cc2-c2ccccc21	.	-4	-0.2	.	.	0	-15	.	.
Cc1ccc(-c2cc3nc(-c4ccc(Br)cc4)cc(N)n3n2)cc1	0	8	0.6	-1.1	0.7	0	2	-8	-12
CCCC1=[N+](CC(=O)c2ccc(Br)cc2)CCn2cccc21	0	13	0.5	0.3	-0.4	-3	-5	-7	-4
Cc1ccc(OCC(=O)Nc2cccc3c2CCCC3)cc1C	1	10	-0.3	-2.6	1.1	-4	0	-10	-44
COc1cccc(C(=O)Nc2ccc(S(=O)(=O)Nc3cc(C)nc(C)n3)cc2)c1	0	4	0.6	2.7	0.1	-14	-20	0	-9
CC(=O)NS(=O)(=O)c1ccc(NC(=O)CSc2ccc(Cl)cc2)cc1	-10	.	.	0.4	-0.6	.	-1	-10	-12
Cc1nnc(Sc2cc(C(=O)NCCCOC(C)C)c3ccccc3n2)s1	-6	-17	1.0	-1.1	4.5	6	0	-2	-13
CCOC(=O)C1CCN(Cc2ccc(N(C)C)cc2)CC1	-10	-4	-0.3	1.7	0.2	41*	-7	2	-9
O=C(Cc1csc(NC(=O)Nc2ccc(Cl)cc2)n1)NC1CCCC1	.	-9	8.0	6.4	11	12	46	-18	35*
Cc1ccc(-n2ccnc(SCC(=O)NC3CCCCC3)c2=O)cc1F	.	16	0.7	2.5	3.2	-2	-7	-3	-4
Cc1ccc(C)c(OCCC(=O)OCC(=O)c2ccc3c(c2)NC(=O)CO3)c1	.	-9	1.1	6.2	5.3	7	27	-15	3
Cc1noc(C)c1C(=O)OC(C)C(=O)Nc1ccc2c(c1)OCO2 (stereo not drawn)	.	10	1.2	-0.1	0.1	-20	0	-1	-17

Later entries:
SMILES	GPR7 antag	CHO-K1 Ca PAM	CHO-K1 Ca ag	OXTR ag	V1aR counter	CHO-K1 Ca antag	TAAR1 antag	OXTR potentiate	CHO parental Ca
O=C(Nc1cc(=O)[nH]c2ncnn12)c1ccc(Cl)cc1Cl	-6	11	-0.1	0.5	1.0	-9	-4	-10	-5
COc1ccc(OC)c(-c2csc(NC(=O)CN3C(=O)NC4(CCCC4)C3=O)n2)c1	.	-20	0.3	-0.3	0.7	16	6	-9	-8
O=C(CN1C(=O)NC2(CCCC2)C1=O)NCCc1ccccc1	.	12	0.8	0.4	0.8	-9	-16	2	-3
Cc1ccc(N(C)S(=O)(=O)c2cc(-c3cnc(C4CC4)o3)ccc2C)cc1	10	-6	0.3	0.8	0.4	6	-16	-9	-5
O=C(CSc1nnc(-c2ccco2)o1)N1c2ccccc2CCc2ccccc21	3	5	2.3	-1.4	-0.6	-20	-5	-2	-28
O=C(COC(=O)c1ccco1)NCC1CCCO1 (stereo not drawn)	-11	16	1.2	-0.9	-0.5	-7	-7	-16	-1
c1coc(-c2cc3nc(NC4CCCCC4)ccn3n2)c1	.	-8	0.1	.	.	8	5	.	.
NS(=O)(=O)c1ccc(CNC(=O)/C=C/c2ccc(S(=O)(=O)N3CCOCC3)cc2)cc1	-2	11	0.5	1.6	0.6	-8	-1	6	-1
CCOC(=O)[C@H]1NN=C(C(=O)OC)[C@@H]1c1ccccc1	-9	-13	-0.5	-0.9	0.5	12	-13	-4	-9
Cc1cnc(NC(=O)COc2cccc3c2OC(C)(C)C3)s1	-8	18	0.8	-2.3	-0.1	-10	2	1	-25
COc1ccc(C(=O)C[n+]2ccc3c(c2)nc(-c2ccc(OC)cc2OC)n3C)cc1	-16	22	0.8	-0.7	0.4	-12	0	-13	-7
Cc1ccc2c(c1)N(Cc1ccncc1)C(=O)C(C)O2 (stereo not drawn)	-1	24	0.9	-0.7	-0.2	-25	14	3	-2
CCN(CC)S(=O)(=O)c1ccc(C(=O)Nc2ccc3c(c2)OCO3)cc1	-11	27	1.6	-1.2	-0.8	-16	-16	-5	1
Cc1ccc(S(=O)(=O)N2CCCC2CNC(=O)C(=O)NC2CC2)cc1 (stereo not drawn)	.	-4	-0.2	0.2	-0.2	12	-6	-2	-20
NN1C(=O)c2cccc3c(C(=O)O)ccc(c23)C1=O	-8	20	0.4	2.3	0.5	-6	0	3	-10
O=C(c1ccc(CS(=O)(=O)c2ccc(Br)cc2)o1)N1CCOCC1	-4	13	0.3	1.3	0.3	-3	-12	-1	-8
CCOC(=O)N1CCN(CC(O)COc2ccccc2C(C)CC)CC1 (stereo not drawn)	-9	17	0.3	0.7	1.3	-6	4	-7	-1
Cc1ccc(-n2nnnc2SCC(=O)Nc2ccc(N3CCN(C)CC3)cc2)c(C)c1	-1	22	4.0	0.4	1.2	-3	6	-10	-8
c1coc(CN=C2NC(=NCc3ccco3)c3ccccc32)c1	-4	3	0.4	-0.8	-1.5	-15	8	-1	-4
O=C(Nc1ccc(Cl)cc1Cl)NC1CCN(S(=O)(=O)c2ccc(F)cc2)CC1	-15	-26	-0.3	0.6	-0.1	7	-9	1	5
Cc1ccc(NC(=O)C2CC(=O)N(C(C)c3ccccc3)C2)cc1 (stereo not drawn)	.	-11	-0.3	0.5	1.0	18	-1	-5	-13
CCOC(=O)N1CCC(Nc2c(NCCCN(C)Cc3ccccc3)c(=O)c2=O)CC1	0	13	0.0	-0.4	0.3	4	-9	-6	4
COc1ccc(N2C(=O)C3C(c4ccc(C(=O)O)cc4)NC(Cc4ccccc4)(C(=O)O)C3C2=O)c([N+](=O)[O-])c1 (stereo not drawn)	4	11	0.3	1.3	0.6	1	-2	5	-7
COc1ccc(NC(=O)c2ccc(NCC3CCCO3)c([N+](=O)[O-])c2)cc1 (stereo not drawn)	-4	-12	-0.3	0.5	1.5	7	18	-4	0
CNc1cc(N2CCN(S(=O)(=O)N(C)C)CC2)ccc1[N+](=O)[O-]	-7	-7	2.0	0.9	1.2	22	-3	-5	-19

Next part; the last 6 above are carried over.
SMILES	GPR7 antag	CHO-K1 Ca PAM	CHO-K1 Ca ag	OXTR ag	V1aR counter	CHO-K1 Ca antag	TAAR1 antag	OXTR potentiate	CHO parental Ca
O=C(Nc1ccc(Cl)cc1Cl)NC1CCN(S(=O)(=O)c2ccc(F)cc2)CC1	-15	-26	-0.3	0.6	-0.1	7	-9	1	5
Cc1ccc(NC(=O)C2CC(=O)N(C(C)c3ccccc3)C2)cc1 (stereo not drawn)	.	-11	-0.3	0.5	1.0	18	-1	-5	-13
CCOC(=O)N1CCC(Nc2c(NCCCN(C)Cc3ccccc3)c(=O)c2=O)CC1	0	13	0.0	-0.4	0.3	4	-9	-6	4
COc1ccc(N2C(=O)C3C(c4ccc(C(=O)O)cc4)NC(Cc4ccccc4)(C(=O)O)C3C2=O)c([N+](=O)[O-])c1 (stereo not drawn)	4	11	0.3	1.3	0.6	1	-2	5	-7
COc1ccc(NC(=O)c2ccc(NCC3CCCO3)c([N+](=O)[O-])c2)cc1 (stereo not drawn)	-4	-12	-0.3	0.5	1.5	7	18	-4	0
CNc1cc(N2CCN(S(=O)(=O)N(C)C)CC2)ccc1[N+](=O)[O-]	-7	-7	2.0	0.9	1.2	22	-3	-5	-19
C/C(=N\NC(N)=S)C12CC3CC(CC(C3)C1)C2	-11	-11	0.0	-1.4	-0.6	-6	-8	-5	1
CCc1ccc(NC(=O)C2CCCN(S(C)(=O)=O)C2)cc1 (stereo not drawn)	-10	0	-0.6	0.6	0.3	7	-4	-3	-10
O=C1C(=O)N(c2ccccn2)C(c2cccc(F)c2)/C1=C(/O)c1ccccc1 (stereo not drawn)	-6	0	0.3	0.1	0.1	-14	.	2	-5
COc1cc2c(cc1OC)C(C)N(S(=O)(=O)c1ccc(Cl)nc1)CC2 (stereo not drawn)	-7	-8	0.1	0.1	-1.0	4	-12	5	-5
Cc1nn(C)c(Cl)c1C(N)=O	-3	22	6.8	-1.0	-0.3	-10	-1	-17	15
CCNC(=S)N1CCN(S(=O)(=O)c2ccc(C)c(C)c2)CC1	-1	23	4.0	2.5	2.7	-23	-11	-10	-2
Cc1cccc(NC(=O)CSCc2cc(=O)n3ccsc3n2)c1C	0	6	0.0	0.8	0.8	-17	.	-5	-10
C=CCC(CC=C)(NC(=O)c1ccccc1)c1ccccc1	-16	2	-0.4	-1.8	0.7	5	8	-7	-23
